Source: PubChem
RPL19A-GFP yeast = RPL19A-GFP expression modulators in yeast, primary screen, cell-based, S. cerevisiae, multiplex flow cytometry, MLPCN; S. cerevisiae RPL19A-GFP strain, 3 h; stronger effect = lower value; percent response vs DMSO, % at 10 µM; hit rate 0.3% among 330,000; AID 2025, 2009;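 active = percent response vs DMSO below 50%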;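 also: median channel GFP fluorescence of the barcoded RPL19A-GFP strain; ratio of sample median GFP to plate DMSO average so 100% = DMSO; lower means less RPL19A-GFP as with rapamycin TOR inhibition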
procasp3 activ = activators of human procaspase-3 D3A mutant, primary screen, biochemical, absorbance, PC-3 D3A mutant, single concentration | activation, % at 8.5 µM | recombinant procaspase-3 D3A, Ac-DEVD-pNA absorbance 405 nm | hit rate 0.11% among 330,000;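 active = activation above the mean of all tested compounds plus 3 SD, cut at about 21% in these data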;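 also: 0% = DMSO alone and 100% = DMSO wells spiked with extra 5 µM PC-3 D3A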
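material = Procaspase-3 D3A mutant | probe or stimulus = Ac-DEVD-pNA | compound = single dose, 8.5 µM nominal compound, 0.8% DMSO | timing = 1 h preincubation, 2 h reaction | measured by = 405 nm absorbance of p-nitroaniline, reads at 0 and 120 min | benchmarks = DMSO-only low control, 5 µM PC-3 D3A high control | repeats = singlicate, each compound tested once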
ZTA DNA inh = blocks Epstein-Barr virus ZTA, an EBNA-1 counter-screen. inhibition, % at 11 µM. ZTA-DNA binding, fluorescence polarization. hit rate 0.15% among 320,000. P03206; in the data active = inhibition above about 33%
proCasp7 act = procaspase-7 activators, primary screen, counter-screen for procaspase-3 activator project, biochemical, absorbance, HTS, human | hit rate 0.093% among 330,000 | activation, % at 8.5 µM | Caspase-7 (Homo sapiens), P55210 | recombinant procaspase-7, Ac-DEVD-pNA absorbance 405 nm; D23A/D198A/D206A triple mutant, cannot self-cleave; scale: DMSO 0, 5 µM enzyme 100;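 active = percent activation above the screen-wide mean plus 3 SD, cut at about 25% in these data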
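signal = Epi-absorbance of released pNA at 405 nm, two timepoints | assay system = Uncleavable procaspase-7 mutant enzyme | reagent = Ac-DEVD-pNA substrate, 400 µM as added | times = 1 h enzyme–compound preincubation and 2 h substrate reaction, both 25 °C | benchmarks = low DMSO alone, high DMSO plus 5 µM PC-7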
EBNA-1 inhibitor = EBNA-1 DNA-binding inhibitors, primary screen, biochemical, fluorescence polarization. inhibition, % at 14.8 µM. hit rate 0.34% among 300,000. AID 1950, 2009; in the data active = inhibition above about 28%
MEP2 TOR yeast = modulators of MEP2-GFP levels in yeast, primary screen, S. cerevisiae, multiplex flow cytometry, MLPCN library. S. cerevisiae MEP2-GFP strain, 3 h; 100% = DMSO control level. GFP response vs DMSO, % at 10 µM. hit rate 0.51% among 330,000;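 active = GFP response versus DMSO above a set limit, roughly screen mean plus 3 SD, cut at about 180% in these data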;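 also: median GFP fluorescence of the barcode-gated MEP2-GFP cells per well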
AHR act = AHR activators, primary screen, cell-based, luminescence, luciferase reporter, human. hit rate 2.5% among 320,000. AHR-responsive luciferase reporter cells. activation, % at 5 µM. Aryl hydrocarbon receptor (Homo sapiens), P35869; in the data active = activation above about 47%;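 also: 0% = vehicle wells and 100% = reference agonist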
LAP4-GFP MLPCN = modulators of LAP4-GFP expression in yeast, primary screen, S. cerevisiae, multiplex flow cytometry, MLPCN library. 3 h; median GFP as percent of DMSO wells. GFP response vs DMSO, % at 10 µM. hit rate 0.34% among 320,000. AID 2023, 2009;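 active = GFP response vs DMSO above a set limit, about the screen mean plus 3 SD, cut at about 150% in these data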
* marks the source's active call; other numbers are inactive results; . = no result given; [ ] = remark or other dose.

Start of the data: the first 2 records (preview)
SMILES	RPL19A-GFP yeast	procasp3 activ	ZTA DNA inh	proCasp7 act	EBNA-1 inhibitor	MEP2 TOR yeast	AHR act	LAP4-GFP MLPCN
CC1CCCN(C(=O)C(=O)c2cn(CC(=O)N3CCCCCC3)c3ccccc23)C1 (stereo not given)	104[may fluoresce green]	3	12	-1	-7	102[may fluoresce green]	26	97[may fluoresce green]
NS(=O)(=O)c1cc2c(cc1C(F)(F)F)NCNS2(=O)=O	100	9	15	-9	8	92	-3	108

All compounds of this part, from the first entry:
SMILES	RPL19A-GFP yeast	procasp3 activ	ZTA DNA inh	proCasp7 act	EBNA-1 inhibitor	MEP2 TOR yeast	AHR act	LAP4-GFP MLPCN
CC1CCCN(C(=O)C(=O)c2cn(CC(=O)N3CCCCCC3)c3ccccc23)C1 (stereo not given)	104[may fluoresce green]	3	12	-1	-7	102[may fluoresce green]	26	97[may fluoresce green]
NS(=O)(=O)c1cc2c(cc1C(F)(F)F)NCNS2(=O)=O	100	9	15	-9	8	92	-3	108
CC1CCCN(C(=O)CSc2nnc(-c3ccco3)n2C)C1 (stereo not given)	102	8	-5	2	-14	106	-1	94
CCNc1nc(NCC)n2c(SC(C(=O)Nc3cc(C)ccc3C)c3ccccc3)nnc2n1 (stereo not given)	106	-5	1	-11	3	127	6	101
O=[N+]([O-])c1ccc(N/N=C/c2cccc(O)c2O)c(S(=O)(=O)N2CCOCC2)c1	100	-13	11	-13	13	104	-1	108
O=C(O)c1cc2c(ccc3ccccc32)oc1=O	93	7	0	4	6	123	5	111
CC(C)CN1C(=O)NC(NS(=O)(=O)c2ccc(N)cc2)(C(F)(F)F)C1=O (stereo not given)	.	-7	11	-8	8	.	-3	.
COC(=O)C1=C(C)N(c2ccc(Cl)cc2)/C(=C/c2cccs2)C1=O	103	6	-3	10	-10	127	-3	99
CCOC(=O)CCc1c(C)c2ccc(OCC)c(C)c2oc1=O	95	3	6	-2	4	106	-2	114
COc1cc(C(=O)Nc2ccc3c(c2)ncn3C)cc(OC)c1OC	103	4	3	0	-1	107	22	93
COc1cc(-c2nnc(SC(C)C(=O)Nc3c(C)n(C)n(-c4ccccc4)c3=O)o2)cc(OC)c1OC (stereo not given)	105	-1	-12	10	-3	106	0	98
O/N=C1\CCCc2ccc3ccccc3c21	102	-7	-7	-18	-5	104	13	107
O=C(O)C1C(c2ccccc2)C(C(=O)Oc2ccccc2)C1c1ccccc1 (stereo not given)	100	2	5	3	5	103	-1	107
COc1ccc(/C(=C/c2ccc(OC(F)F)c(OC)c2)C(=O)O)cc1OC	99	-8	-7	-6	2	98	0	87
CC(C)n1nccc1N(Cc1ccc(Cl)cc1)S(=O)(=O)c1ccccc1	99	-6	-8	3	2	96	2	103
COc1ccc(NC(=O)CN(C)C(=O)c2cn(-c3ccccc3)nc2-c2ccc(F)cc2)cc1	91	9	0	3	.	91	1	96
CCOc1ccccc1NC(=O)C1CCCN(C(=O)Nc2ccccc2)C1 (stereo not given)	95	4	-18	7	-3	101	-4	89
CCOC(=O)N1CCC(Nc2c(N3CCN(c4cc(Cl)ccc4C)CC3)c(=O)c2=O)CC1	98	0	-13	-3	1	102	0	100
CCOc1ccc(Oc2nc(N(CC)CC)nc(N3CCOCC3)n2)nn1	91	0	14	-3	6	102	1	83
CNC(=O)COC(=O)c1ccc2c(c1)S(=O)(=O)c1ccccc1C2=O	110	14	-8	-4	2	112	0	103
c1ccc(Cn2nnnc2C(c2ccncc2)N2CCOCC2)cc1 (stereo not given)	101	3	17	0	1	107	0	97
Cc1ccc(-c2nn(CC(=O)NCCN3CCOCC3)c(=O)c3ccccc23)cc1	105	-2	10	6	2	102	2	109
COc1ccc(-n2c(Cc3cccn3C)nnc2SCC(=O)NC2CCCC2)cc1	100	0	-8	-11	-8	102	-1	99
Cc1cc(/C=N/NC(=O)C(=O)NCc2ccccn2)c(C)n1-c1ccccc1	102	-12	-6	-8	-2	106	6	101
CC(=O)c1ccc(N2CCN(C(=O)C3CCN(S(=O)(=O)c4cccs4)CC3)CC2)cc1	103	-10	-9	3	0	106	-2	103
Continuation:
SMILES	RPL19A-GFP yeast	procasp3 activ	ZTA DNA inh	proCasp7 act	EBNA-1 inhibitor	MEP2 TOR yeast	AHR act	LAP4-GFP MLPCN
c1ccc(-c2nccc(-c3ccc4c(c3)OCO4)n2)cc1	89	3	8	8	6	86	79*	94
CC(=O)NC(C)C(=O)OCC(=O)c1ccc(-c2ccccc2)cc1 (stereo not given)	99	1	3	6	-1	104	0	114
O=C(CNS(=O)(=O)c1ccccc1)N/N=C/c1ccc(O)cc1	104	-5	-9	3	3	105	5	90
O=C(O)CN1C(=O)S/C(=C\c2ccc3c(c2)OCO3)C1=O	99	-4	19	-24	7	112	-1	111
Cc1cc(=O)nc2c3ccccc3n(CC(=O)NC3CCCCC3)n12	105	9	-11	-7	-3	101	12	98
C#CCOCCOCCOCCNc1nc(N2CCN(C(=O)[C@H]([C@@H](C)CC)n3cc([C@@H](N)CC(C)C)nn3)CC2)nc(N2CCN(C(=O)[C@H](Cc3ccc(O)cc3)n3cc([C@@H](N)CC(C)C)nn3)CC2)n1	102	2	-5	-2	5	90	1	109
Cc1c(OCC(=O)N[C@@H](Cc2ccccc2)C(=O)O)ccc2c1oc(=O)c1ccccc12	103	4	-1	0	-6	112	0	103
Cc1ccc(S(=O)(=O)N(C)CC(=O)Nc2ccc(C)cn2)cc1	103	2	4	-1	-1	100	2	115
Clc1ccccc1CN1CCN(/N=C/C=C\c2ccco2)CC1	101	-2	6	-15	-9	98	-1	102
CCN(CC)CCn1c2c(c(SCC(=O)Nc3cc(C)cc(C)c3)nc1=O)CCC2	99	4	7	-1	10	96	1	118
Cc1ccc(CNC(=O)COc2ccc3c(c2)CCC3)cc1	96	0	-12	2	-4	95	1	100
Cc1nn(C)c(C(=O)NNC(=S)NCc2ccco2)c1Cl	97	-7	11	-14	4	97	3	99
Cc1sc(NC(=O)c2ccco2)c(C(=O)c2ccc(Cl)cc2)c1C	105	-3	-13	-2	7	101	1	89
COc1cccc(C2CC(c3ccccc3)=NN2S(=O)(=O)c2ccccc2)c1OC (stereo not given)	92	-7	-6	5	-8	95	1	101
Cc1nc(N2CCN(Cc3ccccc3)CC2)nc2c1C(=O)CC(C)C2 (stereo not given)	99	3	-3	6	-3	102	1	97
CCCCSc1nnc(C)c(=O)[nH]1	93	7	4	-1	-3	105	-1	97
COc1cccc(CNCC(=O)Nc2ccc(N3CCOCC3)cc2)c1	108	3	-5	-3	8	99	6	96
Cc1ccccc1C(=O)NC(C(=O)Nc1nc2c(s1)CCCC2)C(C)C (stereo not given)	104	-2	4	5	4	109	5	101
Cc1cc(=O)oc2cc(NC(=O)CN3C(=O)NC(C)(c4ccccc4)C3=O)ccc12 (stereo not given)	94	2	4	-5	-8	98	2	101
CCc1nnc(NC(=O)CCCSc2nc3ccccc3[nH]2)s1	104	7	10	-6	6	107	7	100
COc1cc(OC)nc(Oc2cccc(C(F)(F)F)c2)n1	109	4	4	-1	-4	116	-1	100
NC(=O)c1oc2ccccc2c1NC(=O)C1CCCCC1	105	4	27	4	8	101	5	106
O=C(CC1C(=O)OCC2CCCCN21)Nc1ccccc1C(F)(F)F (stereo not given)	87	-7	7	-17	-2	90	-2	109
c1ccc(C2=NOC(c3nnc(-c4ccccc4)o3)C2)cc1 (stereo not given)	.	0	3	8	5	.	0	.
CC(=O)N1CCN(c2ccccc2NC(=O)c2ccc(Br)o2)CC1	99	1	0	1	7	101	1	88

In a second layout: results already given.
structure,RPL19A-GFP yeast,procasp3 activ,ZTA DNA inh,proCasp7 act,EBNA-1 inhibitor,MEP2 TOR yeast,AHR act,LAP4-GFP MLPCN
O=C(O)CN1C(=O)S/C(=C\c2ccc3c(c2)OCO3)C1=O,99,-4,19,-24,7,112,-1,111
Cc1cc(=O)nc2c3ccccc3n(CC(=O)NC3CCCCC3)n12,105,9,-11,-7,-3,101,12,98
C#CCOCCOCCOCCNc1nc(N2CCN(C(=O)[C@H]([C@@H](C)CC)n3cc([C@@H](N)CC(C)C)nn3)CC2)nc(N2CCN(C(=O)[C@H](Cc3ccc(O)cc3)n3cc([C@@H](N)CC(C)C)nn3)CC2)n1,102,2,-5,-2,5,90,1,109
Cc1c(OCC(=O)N[C@@H](Cc2ccccc2)C(=O)O)ccc2c1oc(=O)c1ccccc12,103,4,-1,0,-6,112,0,103
Cc1ccc(S(=O)(=O)N(C)CC(=O)Nc2ccc(C)cn2)cc1,103,2,4,-1,-1,100,2,115
Clc1ccccc1CN1CCN(/N=C/C=C\c2ccco2)CC1,101,-2,6,-15,-9,98,-1,102
CCN(CC)CCn1c2c(c(SCC(=O)Nc3cc(C)cc(C)c3)nc1=O)CCC2,99,4,7,-1,10,96,1,118
Cc1ccc(CNC(=O)COc2ccc3c(c2)CCC3)cc1,96,0,-12,2,-4,95,1,100
Cc1nn(C)c(C(=O)NNC(=S)NCc2ccco2)c1Cl,97,-7,11,-14,4,97,3,99
Cc1sc(NC(=O)c2ccco2)c(C(=O)c2ccc(Cl)cc2)c1C,105,-3,-13,-2,7,101,1,89
COc1cccc(C2CC(c3ccccc3)=NN2S(=O)(=O)c2ccccc2)c1OC (stereo not given),92,-7,-6,5,-8,95,1,101
Cc1nc(N2CCN(Cc3ccccc3)CC2)nc2c1C(=O)CC(C)C2 (stereo not given),99,3,-3,6,-3,102,1,97
CCCCSc1nnc(C)c(=O)[nH]1,93,7,4,-1,-3,105,-1,97
COc1cccc(CNCC(=O)Nc2ccc(N3CCOCC3)cc2)c1,108,3,-5,-3,8,99,6,96

Next part:
SMILES	RPL19A-GFP yeast	procasp3 activ	ZTA DNA inh	proCasp7 act	EBNA-1 inhibitor	MEP2 TOR yeast	AHR act	LAP4-GFP MLPCN
CS(=O)(=O)N1CCN(c2ccccc2NC(=O)c2cc3ccccc3o2)CC1	24*[may fluoresce violet]	8	-5	-4	-14	345*[may fluoresce violet]	33	88[may fluoresce violet]
COc1ccc(Cl)cc1N(C(=O)c1ccco1)C(C(=O)NC1CCCC1)c1ccco1 (stereo not given)	98	-2	-2	0	-5	100	-2	96
CN1/C(=C\C(=O)CSc2ncn[nH]2)C(C)(C)c2ccccc21	99	-2	-22	-2	5	99	0	102
COc1ccc(Nc2nccc(OC)c2C#N)cc1	98	-4	-8	6	-5	95	9	93
CC(=O)C1C(=O)C=C(c2ccco2)CC1c1ccccc1 (stereo not given)	95	-26	13	-17	14	94	0	101
Cc1csc(SCC(=O)Nc2oc(C)c3c(C)n[nH]c(=O)c23)n1	100	-16	17	-10	7	102	8	106
CN1CCN(c2ccccc2NC(=O)COc2ccc(Cl)cc2)CC1	88	7	-2	7	-3	95	1	89
N/N=C(\c1ccccc1)C12CN3CN(CN(C3)C1)C2	103	1	8	9	6	104	0	89
CCCCCc1nc2c(=O)n(C)c3ccccc3c2o1	99	1	29	-1	1	106	21	103
COC(=O)c1c(C(=O)OC)c(-c2ccc(C(C)(C)C)cc2)n2c1CS(=O)C2 (stereo not given)	97	2	1	10	-2	107	7	110
